MT stabilizer – stabilizes microtubules in HeLa cells; HeLa tubulin immunostaining HCS, 24 h; share of cells brighter than vehicle mean+2SD; % tubulin-high responders, % at 10 µM; hit rate 0.83% among 200,000;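 active = plate Z-score above 3 for both tubulin-high and condensed-nucleus cell shares, with cell loss under 80%, at 10 µM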;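 also: anti alpha tubulin signal scored within the nucleus-defined area of each cell; some results filed as inactive read as strong as hits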
TNAP activation fold – stimulation of alkaline phosphatase TNAP activity – biochemical, luminescent, no phosphate acceptor, uHTS, primary screen (AID 1001). purified TNAP, luminescent activation assay, no phosphate acceptor; higher activation fold means a stronger effect. one-dose activation fold at 20 µM; EC50 in µM for titrated hits. hit rate 0.03% among 200,000; in the data active = activation fold from about 3, or a potency from the dose series; inactive = the rest, 99 in 100 with activation fold below about 1.6; also: many of its hits are not listed in these tables
PMI inhibitors – inhibitors of human PMI, primary screen, biochemical, fluorescence intensity, coupled assay (AID 1209) | purified PMI enzyme, coupled fluorescence intensity; higher % means a stronger effect | inhibition, % at 20 µM; hits with a dose series show IC50 in µM | hit rate 0.42% among 190,000;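 also: plate controls were DMSO vehicle for no effect and wells lacking substrate for full effect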
bCat nuc transl – beta-catenin nuclear translocation modulation | HeLa beta-catenin nuclear translocation, immunofluorescence imaging | hit rate 0.3% among 190,000 | nuclear translocation activity, % at 5 µM;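 active = nuclear translocation activity above 50% at 5 µM, with a well cell count of 50 or more; inconclusive = wells under 50 cells across six images, flagged as toxic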;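 also: per-cell ratio of nuclear to cytoplasmic median beta-catenin stain intensity; plate controls were DMSO negative control for no effect and GSK-3 inhibitor IX positive control for full effect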
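Technique: fluorescence imaging of beta-catenin antibody stain plus DAPI / Material: human HeLa cell line / Incubation: compound treatment 24 h, 37°C, 5% CO2 / Read-out basis: % activation of per-cell nuclear versus cytoplasmic median beta-catenin signal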
Lipid droplet – modulators of hepatic lipid droplet formation; hit rate 0.4% among 240,000; AML12 mouse hepatocytes, oleate lipid droplets, BODIPY imaging; inhibition, % at 6.5 µM;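 active = lipid droplet intensity inhibited by at least 50%, with more than 500 cells counted; inconclusive = wells with under 300 cells, treated as cytotoxic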
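Technique: fluorescence imaging, 20x objective, two fields per well / Assay system: AML12 hepatocytes (mouse) / Measure: % inhibition of lipid droplet signal / Doses: 6.5 µM single-point dosing / Incubation: overnight exposure / Reagent: 100 µM oleic acid challenge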
T cell modulator – modulates CD8 T cell binding to vesicles. 2C CD8+ T cell-vesicle binding, flow cytometry; stronger effect = lower value. hit rate 0.068% among 330,000. AID 2052. calls only at 7 µM;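 active = response, share of CD8 T cells binding vesicles, and their 90th percentile fluorescence all below set limits, cut at about 80% in these data, passing the limit was not always enough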
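Also added: QL9-peptide-loaded Drosophila micro-vesicles bearing Ld, ICAM-1 and B7-1; Test system: purified 2C TCR transgenic mouse naive CD8+ T cells; Measured by: cytometric PE anti-B7-1 and Alexa647 anti-CD8 signals after 1% paraformaldehyde fixation; Timing: binding step 1.5 h, 37 °C, antibody labelling 20 min, ice.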
Insulin prom up – MIN6 insulin promoter up-regulation; MIN6 insulin promoter-GFP reporter, high-content imaging; stronger effect = higher value; z-score at 5 µM; hit rate 0.3% among 190,000; AID 1625;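 active = z-score above 3 at 5 µM with at least 500 cells counted in the well; inconclusive = wells under 500 cells, flagged as cytotoxic or low count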
human PMI inhibitors – human PMI inhibitors, high substrate, primary screen, biochemical, fluorescence intensity, high mannose 6-phosphate (AID 1220). recombinant PMI enzyme, coupled fluorescence intensity; higher % means a stronger effect. inhibition, % at 20 µM, or IC50 in µM where a hit was titrated. hit rate 0.66% among 190,000
Autophagy HCS – alters autophagy in cells; AID 463193; MEF GFP-LC3 puncta imaging; test concentration mostly 10 µM; calls only at 10 µM (by protocol); hit rate 0.98% among 190,000;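 active = percentage of spot-positive cells more than 3 SD above its plate mean, without a fluorescence outlier flag or 80% toxicity; inconclusive = no clear call, values can overlap the other calls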;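 also: spot-positive cell cutoff set from DMSO-treated cells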
Insulin prom up cell count – also measured in Insulin prom up; calls as there; cell count; measured here: cytotoxicity, nuclei count;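 total cells summed across four imaged fields per well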
Lipid droplet cells 6.5 µM – second read-out of Lipid droplet, no call of its own (marks repeat the call); cell count; measured here: cell count, cytotoxicity flag;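 cells counted across two imaged fields per well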
bCat nuc transl cell count 5 µM – also measured in bCat nuc transl; calls as there; cell count; measured here: cell count, cytotoxicity flag
T cell modulator vesicle-bound % – second read-out of T cell modulator, no call of its own (marks repeat the call); double positive events, %; measured here: CD8+ vesicle-bound cell fraction;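 binding gate set so that unloaded-vesicle control wells show 10% double positive cells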
MT stabilizer Hoechst-high % – second read-out of MT stabilizer, no call of its own (marks repeat the call); % Hoechst-high responders; measured here: nuclear condensation Hoechst responders;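 share of cells brighter than vehicle mean plus two SD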
MT stabilizer cytotoxicity % – second read-out of MT stabilizer, no call of its own (marks repeat the call); toxicity, %; measured here: cytotoxicity by cell density;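 0% = mean cell density of plate MIN control wells and 100% = no cells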
Autophagy HCS cell loss 18 h – also measured in Autophagy HCS; calls as there; toxicity, %; measured here: cell loss, nuclei count;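 cell loss after 18 h compound exposure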
The depositor's hits bear a star; i = inactive; ? = inconclusive; . = no result given. Rule as the data show it, unless noted: active = inhibition above about 50%; inactive = the rest. Compounds as they come, and some 2.9% of all compounds hit somewhere here.

Every second line gives: MT stabilizer	MT stabilizer Hoechst-high %	MT stabilizer cytotoxicity %	TNAP activation fold	PMI inhibitors	bCat nuc transl	bCat nuc transl cell count 5 µM	Lipid droplet	Lipid droplet cells 6.5 µM	T cell modulator	T cell modulator vesicle-bound %	Insulin prom up	Insulin prom up cell count	human PMI inhibitors	Autophagy HCS	Autophagy HCS cell loss 18 h
1. COc1ccc(S(=O)(=O)N2CCCN(CCC(=O)Nc3cccc(C(F)(F)F)c3)CC2)cc1
→ 0.9	1.2	12	1.1	4%	.	.	.	.	i	34	.	.	-2%	i	12
2. CCc1nc(SCC(=O)N2CCC(C)CC2)c2c(=O)n(C)c(=O)n(C)c2n1
→ 5.3	2.5	3.7	1.1	-8%	.	.	-29	712	i	48	-0.94	1181	-9%	i	3
3. CN1C(=S)SC(C)(NO)C1(C)C (stereo not given)
→ 3.4	2.3	5.3	1.1	16%	.	.	6	695	i	11	0.37	1144	18%	i	2
4. O=S(=O)(Nc1ccncc1)c1ccc(Cl)cc1
→ 1.1	1.3	3.7	1	-4%	-1.7	1197	-13	731	i	44	-0.18	848	-9%	i	-1
5. Clc1ccc(-c2csc(N/N=C/c3ccc4c(c3)OCO4)n2)cc1
→ 3.2	1.8	6.5	1.1	8%	-0.7	1148	27	650	i	62	0.09	1471	-3%	i	6
6. N#CC(C(=O)C12CC3CC(CC(C3)C1)C2)c1nc2ccccc2[nH]1 (stereo not given)
→ 3.1	1.6	4.3	1.1	-5%	-4.2	927	.	.	i	52	-0.52	1391	4%	i	-9
7. CCCCCCCCCCn1c2c(c(=N)c3c1CCC3)CCC2
→ 74	3.2	69	1.2	5%	3.2	1060	.	.	i	56	?	.	5%	i	3
8. CCCS(=O)(=O)N1CCC(C(=O)NCc2ccc3c(c2)OCO3)CC1
→ 5.5	3.2	7.2	1.2	-28%	-0.9	1115	-10	777	i	8	-0.25	1320	-33%	i	10
9. CCN(C(=O)CSc1ncccc1C(=O)Oc1cccc([N+](=O)[O-])c1)c1cccc(C)c1
→ 2.5	1.6	2.0	1	15%	1.8	963	14	652	i	26	-0.27	1379	5%	i	10
10. CCO[C@@H]1OC(C(=O)NCc2nc3ccccc3[nH]2)=C[C@H](c2ccc(C(F)(F)F)cc2)[C@H]1CCCO
→ 2.2	2.7	10	1.1	26%	-1.1	1173	38	746	i	38	-0.78	1326	15%	i	13
11. C[C@H]1COc2c(C3(N)CC3)c(F)cc3c(=O)c(C(=O)O)cn1c23
→ .	.	.	1	-2%	-3.5	1115	4	710	i	24	0.95	1425	-2%	.	.
12. O=C(Cn1cnc2c(cnn2-c2ccc(F)cc2)c1=O)N1CCN(c2ccccc2)CC1
→ 3.0	2.1	0.8	1.1	3%	-0.6	981	-5	710	.	.	.	.	-2%	i	-10
13. Nc1cc(-c2ccc(Cl)cc2)nn1S(=O)(=O)c1cccc2nsnc12
→ 3.0	3.7	8.9	1.1	15%	-6.5	1101	.	.	i	12	0.11	1080	8%	i	-3
14. CC(C)CC(=O)NC(=S)Nc1ccccc1F
→ 1.8	1.4	4.2	1.1	13%	-0.6	1094	-11	645	i	14	0.39	1826	14%	i	27
15. CCCn1c(N/N=C(C)\C=C\c2ccccc2)nc2c1c(=O)[nH]c(=O)n2C
→ 2.7	3.9	12	2.8	-48%	-2.3	1014	24	698	i	53	-1.2	1378	-56%	i	4
16. O=S(=O)(NC1CC1)c1ccc(S(=O)(=O)N(Cc2ccccn2)C2CC2)cc1
→ .	.	.	.	.	-0.2	1345	8	736	i	11	-0.09	1125	.	.	.
17. Cc1c(Cl)cccc1NC(=O)CCCn1nc([N+](=O)[O-])cc1C
→ 2.3	1.6	0.4	1.1	0%	-0.9	1095	-4	675	i	7	-0.33	1334	5%	i	7
18. CCCn1c(C(Cc2ccccc2)NC(=O)COC)nc2ccccc21 (stereo not given)
→ 4.6	2.9	1.0	1.1	1%	0.8	1110	-2	635	i	41	-1.2	1898	2%	i	11
19. CC1=C(C(=O)OC(C)C)C(c2coc3ccccc3c2=O)C2=C(CCCC2=O)N1 (stereo not given)
→ 3.6	1.5	4.4	1.1	-4%	.	.	4	809	i	59	-0.36	894	1%	i	-3
20. CCS(=O)(=O)N1N=C(c2ccc(NS(C)(=O)=O)cc2)CC1c1ccccc1 (stereo not given)
→ 5.1	1.6	0.6	1.3	-2%	0.0	994	-16	310	i	53	1	1302	-12%	i	11
21. COc1ccc(C2=NC(CO)(CO)CO2)cc1
→ 4.9	2.2	4.1	1.1	-8%	0.6	1020	18	672	i	59	-0.61	1691	-3%	i	12
22. Cn1cccc1/C=C1/SC(=S)N(CC(=O)O)C1=O
→ 3.2	2.8	11	0.8	-26%	-0.9	1110	14	680	i	21	0.61	1070	-8%	i	-4
23. COc1ccccc1-n1cnnc1SCC(=O)c1ccc[nH]1
→ 3.5	1.1	5.0	1.2	6%	.	.	-4	690	i	31	.	.	3%	i	4
24. Cc1nn(-c2ccc(F)cc2)c(Cl)c1/C=C(\CCC(=O)O)c1nc2ccccc2s1
→ 1.6	1.0	7.0	1.1	13%	-3.4	1415	.	.	i	40	-0.11	1543	8%	i	-23
25. CCn1cc(C(=O)NCC2CCCO2)c(=O)c2cc(S(=O)(=O)N(C)C3CCCCC3)ccc21 (stereo not given)
→ 4.2	1.4	5.6	1.1	9%	0.7	1082	12	670	i	43	-1.6	1521	16%	.	.
26. CCOC(=O)C1CCCn2c1nc1sc3c(c1c2=O)CCCC3 (stereo not given)
→ 2.2	1.7	6.4	1.1	14%	.	.	8	706	i	16	0.3	1235	8%	i	-3
27. Cc1ccnc(NC(=O)CN2C(=O)c3ccccc3C2=O)c1
→ 1.9	1.5	12	1.1	-9%	-2.5	480	18	765	i	59	.	.	4%	i	12
28. CC(c1ccccc1)N1C(=O)c2ccccc2C1O (stereo not given)
→ 3.2	4.0	6.1	1.1	1%	.	.	.	.	i	18	0.24	899	4%	i	6
29. Cc1c(CNC2CCCC2)c(C(=O)O)c(C)n1Cc1ccccc1
→ 3.6	2.3	12	1.1	4%	1.0	939	7	656	i	48	.	.	-7%	i	8
30. CC(=O)c1ccc(N2Cc3ccccc3/C2=N\C(=O)Nc2ccc(Cl)cc2)cc1
→ 10	9.1	10	1.1	11%	2.2	928	-9	600	i	36	.	.	0%	i	9

Following part.
Every second line gives: MT stabilizer	MT stabilizer Hoechst-high %	MT stabilizer cytotoxicity %	TNAP activation fold	PMI inhibitors	bCat nuc transl	bCat nuc transl cell count 5 µM	Lipid droplet	Lipid droplet cells 6.5 µM	T cell modulator	T cell modulator vesicle-bound %	Insulin prom up	Insulin prom up cell count	human PMI inhibitors	Autophagy HCS	Autophagy HCS cell loss 18 h
31. CC(C)c1cc(=O)n2[nH]c(N)nc2n1
→ 2.4	2.3	6.9	1	15%	-5.8	1099	16	681	i	51	0.28	1423	6%	i	-1
32. C=CC[n+]1c(-c2ccc(Cl)cc2Cl)csc1Nc1ccc(NC(C)=O)cc1
→ 4.5	2.6	5.5	1	-1%	8.0	987	-13	666	i	32	-0.68	1155	2%	i	-15
33. Nc1c(C(=O)N2CCOCC2)sc2nc(N3CCOCC3)c3c(c12)CCCC3
→ .	.	.	.	.	-0.9	1143	-21	727	i	22	-0.56	1424	.	.	.
34. CCN(CC)S(=O)(=O)c1ccc(/C=C/C(=O)Nc2ccc(F)cc2F)cc1
→ 3.6	1.7	5.6	1.1	9%	1.2	991	8	608	i	51	-0.6	1225	5%	i	6
35. COC(=O)Cc1ccc(NC(=S)N2CCN(c3cccc(O)c3)CC2)cc1
→ 2.8	2.8	1.3	0.9	11%	3.2	1049	-6	638	i	46	-0.05	1187	18%	i	1
36. O=c1cc(/N=C/c2coc3cc(Br)ccc3c2=O)[nH]c(=S)[nH]1
→ .	.	.	.	.	-0.1	1355	29	689	i	55	2.1	1303	.	.	.
37. COc1ccc(CN(C(=O)CN2C(=O)C(C)Oc3ccccc32)C2CCCC2)c(OC)c1 (stereo not given)
→ 4.5	2.5	8.6	1.1	4%	-0.6	981	-32	707	i	40	0.3	1196	4%	i	21
38. CC(C)[C@H](NC(=O)c1ccco1)C(=O)OCC(=O)N1CC(=O)Nc2ccccc21
→ 4.1	1.0	6.9	1.1	0%	0.1	1062	12	656	i	50	-0.01	1287	5%	i	1
39. Cn1c(=O)cc(SCC(=O)NCCC2=CCCCC2)c2cc(Cl)ccc21
→ 5.1	2.5	15	1.1	4%	0.4	963	15	518	i	24	.	.	0%	i	5
40. CCOC(=O)Cc1ccc(NS(=O)(=O)c2ccc(SC)cc2)cc1
→ 4.6	2.6	7.6	1.1	10%	0.1	994	20	688	i	60	0.19	1571	11%	i	-5
41. CC(C(=O)N1CCN=C1c1ccccc1)N1C(=O)c2ccccc2C1=O (stereo not given)
→ .	.	.	.	.	1.6	1240	2	714	i	25	-0.33	1096	.	.	.
42. COc1cc(C=O)ccc1OCC(=O)N1CCOCC1
→ 0.9	1.2	8.4	1.1	-6%	-0.7	1199	-2	745	i	12	-0.44	1291	-8%	i	-8
43. CN(C)S(=O)(=O)N1CCC(CO)(Cc2cccc(C(F)(F)F)c2)CC1
→ 2.1	1.7	6.1	1.1	3%	-0.3	1062	-12	751	i	16	-0.39	1477	-5%	i	19
44. CS(=O)(=O)N(CC(=O)Nc1ccccc1C(=O)NCc1ccccc1)c1ccc2c(c1)OCCO2
→ 1.4	1.3	7.9	1	7%	4.6	871	-7	774	i	36	0.48	895	2%	i	4
45. O/N=C/c1cn(-c2ccc(Cl)cc2)nn1
→ 1.9	2.9	3.2	1	-6%	-1.8	1046	4	729	i	32	-0.71	1239	-8%	i	8
46. O=C(CCn1nc(-c2ccccc2)c2ccccc2c1=O)Nc1cccnc1
→ 2.3	1.7	9.4	1	-3%	-0.9	993	-1	703	i	60	-0.37	1593	-3%	i	-8
47. COCC(=O)Nc1cc(Cl)ccc1C
→ 4.0	1.3	1.1	1	-8%	-2.2	1098	-14	702	i	28	-0.44	1077	-4%	i	9
